D2 antagonist: HTS Assay for Allosteric Antagonists of the Human D2 Dopamine Receptor: Primary Screen for Antagonists; D(2) dopamine receptor (Homo sapiens), P14416; AID 485344, 2010; HEK293 TREx D2 cells, calcium flux, dopamine EC80; inhibition, % at 10 µM; 2% of 340,000 active; in the data active means inhibition above about 30%; further: 0% is about no effect
Target sequence (P14416 whole entry, looked up): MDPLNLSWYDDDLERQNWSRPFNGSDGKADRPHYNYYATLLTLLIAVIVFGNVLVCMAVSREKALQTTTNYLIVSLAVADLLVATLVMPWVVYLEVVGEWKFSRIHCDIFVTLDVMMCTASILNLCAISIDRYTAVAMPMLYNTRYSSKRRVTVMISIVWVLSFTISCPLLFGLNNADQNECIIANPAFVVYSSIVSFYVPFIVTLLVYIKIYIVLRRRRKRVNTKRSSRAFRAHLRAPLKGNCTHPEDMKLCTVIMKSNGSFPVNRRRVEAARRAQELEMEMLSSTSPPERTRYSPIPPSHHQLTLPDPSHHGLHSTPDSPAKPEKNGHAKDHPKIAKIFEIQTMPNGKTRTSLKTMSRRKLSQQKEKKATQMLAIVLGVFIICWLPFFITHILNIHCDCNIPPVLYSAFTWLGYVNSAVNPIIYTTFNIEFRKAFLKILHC
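HEK293 T-REx D2 cells, tet-induced, calcium dye no-wash. Cpd pintool add, 180 s kinetic, then EC80 DA, 180 s kinetic. Ca flux read.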
D1 ag: Allosteric Agonists of the Human D1 Dopamine Receptor: qHTS; D(1A) dopamine receptor (Homo sapiens), P21728; HEK293 T-REx D1 cells, calcium flux, agonist mode; activation, % at 2 µM; 1% of 360,000 active; in the data active means activation above about 30%; further: 0% is about no effect
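Inducible HEK293 T-REx D1 cells, force-coupled to calcium signalling, were plated at 4000 cells/well with tetracycline and held overnight at 30 C. After no-wash calcium dye loading, compound-evoked calcium rise over 180 s flagged agonists.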
D1 potentiator: Potentiators of Human D1 Dopamine Receptor: qHTS | D(1A) dopamine receptor (Homo sapiens), P21728 | HEK293 TREx D1 cells, calcium flux, dopamine EC20 potentiation | potentiation, % at 10 µM | 0.036% of 360,000 active | AID 504651, 2011; in the data active means potentiation above about 30%; further: 0% is about no effect
RXFP1 antag: qHTS Assay for Antagonists of the Relaxin Receptor RXFP1 | Relaxin receptor 1 (Homo sapiens), Q9HBX9 | HEK293-RXFP1, relaxin-stimulated cAMP HTRF, 30 min; hits give low values | activity change, negative = inhibition, % at 57.5 µM | 0.59% of 350,000 active;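 active means activity change of -60% or lower, but not beyond a set lower limit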; further: on the % scale 0 is the no-effect control and ±100 the full control effect
TRHR enhancer: qHTS for Small Molecule Agonists and Allosteric Enhancers of Human TRH Receptor: Primary Screen for Enhancers. TRHR cells, fluo-8 calcium fluorescence, EC20 TRH enhancement. Thyrotropin-releasing hormone receptor (Homo sapiens), P34981. enhancement, % at 2 µM. 0.66% of 360,000 active; in the data active means enhancement above about 30%; further: 0% is about no effect
Target sequence (P34981 whole entry, looked up): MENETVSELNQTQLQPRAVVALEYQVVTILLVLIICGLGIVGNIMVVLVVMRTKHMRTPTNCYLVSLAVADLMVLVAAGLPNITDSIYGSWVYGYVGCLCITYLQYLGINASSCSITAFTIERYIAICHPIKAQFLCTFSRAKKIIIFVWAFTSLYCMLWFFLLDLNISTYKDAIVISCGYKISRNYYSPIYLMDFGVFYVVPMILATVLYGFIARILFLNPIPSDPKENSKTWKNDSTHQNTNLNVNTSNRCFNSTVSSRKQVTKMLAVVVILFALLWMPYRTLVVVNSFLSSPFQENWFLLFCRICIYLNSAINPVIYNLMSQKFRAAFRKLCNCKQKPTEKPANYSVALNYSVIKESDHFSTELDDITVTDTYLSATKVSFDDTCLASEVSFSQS
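Enhancer read-out: after compound pinning and an initial kinetic agonist-mode read, an EC20 of TRH (10 nM final) was injected and fluo-8 calcium signal (Ex 480/Em 530) followed at 1 s/cycle for 100 cycles in TRHR-expressing cells.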
RXFP1 ag: qHTS Assay for Agonists of the Relaxin Receptor RXFP1. Relaxin receptor 1 (Homo sapiens), Q9HBX9. HEK293T-RXFP1 cAMP TR-FRET, 30 min; response scale: percent of porcine relaxin response, buffer zero. Potency, µM (top dose mostly 57.5 µM), without a hit: at the top dose activation, usual class: activators. 0.3% of 370,000 active. AID 2676, 2010; active means well fitted activation curve with a large enough effect; further: potency means the concentration at half of the fitted maximal effect; on the % scale 0 is the no-effect control and ±100 the full control effect; nearly all actives have a fitted effect of over 60% in size; many of its hits are not listed in these tables
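cAMP rise read by TR-FRET after 30 min, 37C compound exposure (up to 58 uM) in RXFP1-transfected HEK293 cells with Ro 20174 present. EC50 from Hill-equation fits, with 29 nM porcine relaxin as 100% and buffer as basal.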
D2 ag: HTS Assay for Allosteric Agonists of the Human D2 Dopamine Receptor: Primary Screen for Agonists. D(2) dopamine receptor (Homo sapiens), P14416. 0.53% of 340,000 active. HEK293 T-REx D2 cells, calcium flux agonist mode. activation, % at 2 µM;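 active means activation over 3 SD above normal in the single-dose calcium agonist read, cut at about 30% in these data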; further: 0% is about no effect
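HEK293 Trex D2 cells, tetracycline-induced, o/n 30 C 5% CO2; no-wash Ca dye, RT 30–90 min; 10-cycle baseline, 23 nl cpd added, kinetic Ca read 180 s; agonist hits = positive Ca response.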
D1 antagonist: Antagonist of Human D 1 Dopamine Receptor: qHTS | D(1A) dopamine receptor (Homo sapiens), P21728 | HEK293 TREx D1 cells, calcium flux, dopamine EC80; hits give low values | activity change, negative = inhibition, % at 10 µM | 3.2% of 360,000 active | AID 504652, 2011; in the data active means activity change below about -30%; further: on the % scale 0 is the no-effect control and ±100 the full control effect
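Compound effects on dopamine-evoked calcium signalling were measured in tetracycline-induced HEK293 Trex D1 cells. Dopamine at EC80 followed a 180 s compound pre-read, and fluorescence was tracked kinetically for 180 s more.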
D2 potentiator: HTS Assay for Positive Allosteric Modulators of the Human D2 Dopamine Receptor: Primary Screen for Potentiators; D(2) dopamine receptor (Homo sapiens), P14416; HEK293 T-REx D2, calcium flux, EC20 dopamine potentiation; potentiation, % at 10 µM; 0.34% of 340,000 active;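 active means potentiation over 3 SD above the plate norm, cut at about 30% in these data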; further: 0% is about no effect
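Primary screen. Calcium kinetics in induced HEK293 T-REx D2 cells: compound pre-addition 180 s, EC20 dopamine, 180 s more.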
* = called active by the depositor; nt = not tested or not shown; & = joins results of further samples.

no.	canonical_smiles	D2 antagonist	D1 ag	D1 potentiator	RXFP1 antag	TRHR enhancer	RXFP1 ag	D2 ag	D1 antagonist	D2 potentiator
1	Cc1cccc(NC(=O)COc2coc(CN3CCN(Cc4ccccc4)CC3)cc2=O)c1	7	3	-15	-22	3	-0.6%	1.1	-18	4
2	CCN(CC)CC1C(=O)N(c2ccc(OC)cc2)C1c1ccccc1 (stereo not given)	10	8	-5	7	-5	-1.2%	0.8	-39*	-12
3	O=C(CNC(=O)c1ccccc1)OCCCOC(=O)CNC(=O)c1ccccc1	-9	1	6	-2	-4	0.9%	1.2	11	-4
4	NC(=S)c1cc2cc(Cl)ccc2oc1=O	-11	1	-2	-22	-1	-2.5%	0.2	-4	0
5	CCc1cccc(NC(=O)c2c(C)oc3nc(C)nc(N4CCCC4)c23)c1	nt	-1	-5	5	7	0.4%	0.1	-4	-2
6	Cn1c(=O)c2c(nc(Cl)n2Cc2ccncc2)n(C)c1=O	13	3	-5	-5	-3	6.1%	1.1	-4	-2
7	CCc1ccc(C(=O)Nn2c(C)nc3ccccc3c2=O)cc1	3	2	-6	7	2	1.2%	-0.9	18	7
8	Cc1ccc(C(=O)/C=C/NCc2ccc(F)cc2)cc1	-1	1	-3	10	-6	1.0%	-0.3	8	-7
9	CCOc1ccc(NC(=O)c2cccc3c(=O)c4c([nH]c23)CCCC4)cc1	nt	3	-2	1	1	28%	2.0	6	-3
10	COc1ccc(N2CCN(C(=O)CN(C)S(=O)(=O)c3cccs3)CC2)cc1	-24	5&14	-5&0	4	11&10	0.8%&-0.5%	0.8&0.6	3&-29	1&-5

Next records follow.
no.	canonical_smiles	D2 antagonist	D1 ag	D1 potentiator	RXFP1 antag	TRHR enhancer	RXFP1 ag	D2 ag	D1 antagonist	D2 potentiator
11	CC1CN(S(=O)(=O)c2ccc(NC(=O)CCN3C(=O)c4ccccc4C3=O)cc2)CC(C)O1 (stereo not given)	-6	0	1	3	6	3.4%	0.3	3	27
12	COc1cccc(CN2CCC(n3nccc3NC(=O)C3CC3)CC2)c1	-5	-1	-6	-28	-1	1.6%	0.0	-5	-10
13	O=C(CSc1ncn[nH]1)Nc1ccc(Cl)c(S(=O)(=O)N2CCOCC2)c1	-2	4	0	0	-4	1.1%	0.6	17	0
14	OCC(O)CN(c1ccccc1)c1ccccc1 (stereo not given)	12	1	0	6	7	1.8%	0.3	13	-2
15	COCCN(C(=O)CCC(=O)Nc1cccnc1)C(C(=O)NC1CCCCC1)c1ccccc1 (stereo not given)	-7	0	3	1	4	0.0%	0.8	-9	-4
16	CCN(CC(=O)Nc1ccccc1C(F)(F)F)C(=O)c1ccccc1SCC(=O)N1CCCC1	8	0	-2	-1	-3	3.2%	0.1	5	-1
17	CCSc1ccc2nnc(-c3cccc(F)c3)n2n1	6	0	-8	-2	6	9.1%	3.0	10	9
18	CC(=O)N1N=C(c2ccncc2)OC1(Cc1ccccc1)Cc1ccccc1	7	2	-9	3	-1	-0.6%	-1.5	-10	1
19	C/C(=N\NC(=O)c1cc(C)nc2ccccc12)c1ccncc1	nt	0	-3	4	2	-0.4%	nt	-43*	nt
20	N#Cc1c2c(c(Nc3ccc(O)cc3)n3c1nc1ccccc13)CCC2	14	0	-6	-3	0	1.7%	-0.9	9	17

(list continues)
no.	canonical_smiles	D2 antagonist	D1 ag	D1 potentiator	RXFP1 antag	TRHR enhancer	RXFP1 ag	D2 ag	D1 antagonist	D2 potentiator
21	C=CCNC(=O)c1onc(CSc2ccc(C(C)C)cc2)c1C(=O)O	-5	-1	2	nt	0	-0.1%	0.1	7	11
22	Nc1nc(SCCO)[nH]c(=O)c1NC(=O)c1ccco1	-10	0	0	-5	6	-1.1%	0.1	-2	-12
23	C#CCOc1c(Br)cc(C2C(C(=O)OC)=C(C)NC3=C2C(=O)c2ccccc23)cc1OCC (stereo not given)	nt	1	-3	-4	-6	6.8%	-1.8	-9	-10
24	COc1ccc(C(=O)N/C(=C\c2cccs2)C(=O)N2CCN(C)CC2)cc1OC	-4	3	-5	-11	-3	-1.3%	0.2	-2	-9
25	CC(OC(=O)CNC(=O)c1ccc2ccccc2c1)C(=O)N(C)C1CCCCC1 (stereo not given)	13	8	1	13	0	-0.3%	0.1	17	-10
26	O=C(Cn1c(=O)oc2cc(S(=O)(=O)N3CCCC3)ccc21)N1CCCC1	14	2	-5	nt	5	2.8%	0.1	1	19
27	O=S(=O)(c1ccc(-c2csc(=Nc3ccccc3)n2CCCN2CCOCC2)cc1)N1CCOCC1	-4	2	0	-7	10	1.4%	-0.4	-20	-6
28	COc1ccc2oc(=O)c(C(=O)OCC(=O)c3ccc([N+](=O)[O-])cc3)cc2c1	3	3	-9	nt	-8	2.2%	5.5	-22	2
29	CCCCNC(=O)CC1N=C2c3ccccc3N=C(SCC(=O)Nc3cccc(OC)c3)N2C1=O (stereo not given)	-9	1	-4	6	0	-0.4%	1.1	7	-3
30	O=C(NNS(=O)(=O)c1cccc(Cl)c1)c1cc(-c2ccc(F)cc2)nc2ccccc12	-23	2	1	4	4	-0.3%	0.4	-1	6

(listing goes on)
no.	canonical_smiles	D2 antagonist	D1 ag	D1 potentiator	RXFP1 antag	TRHR enhancer	RXFP1 ag	D2 ag	D1 antagonist	D2 potentiator
31	COc1ccc(C2CC(c3c(-c4ccccc4)c4cc(Cl)ccc4[nH]c3=O)=NN2S(C)(=O)=O)cc1 (stereo not given)	15	3	12	-17	3	0.1%	2.0	24	3
32	Cn1c(SCC(=O)N2CCN(C(=O)c3ccco3)CC2)nnc1-c1ccc(NS(C)(=O)=O)cc1	-1	1	1	-4	-2	1.3%	0.4	4	0
33	COc1cc(NC(=O)Cn2nc(-c3ccc(C)c(C)c3)ccc2=O)cc(OC)c1	nt	2	5	-17	-1	2.4%	0.2	-3	-9
34	Cc1ccsc1/C=C1/SC(=O)N(CC(=O)N2CCCC2)C1=O	11	2	4	-1	1	0.0%	0.0	-7	-5
35	O=C(COC(=O)CCc1c[nH]c2ccccc12)Nc1ccc([N+](=O)[O-])cc1	nt	4	-5	-10	-4	4.4%	nt	-25	nt
36	CCCCOP(=O)(OCCCC)C(Nc1ccccc1)c1ccc2c(c1)OCO2 (stereo not given)	-6	2	-10	-7	5	4.5%	0.9	-3	-4
37	COc1ccc(N2CCN(Cc3cc(=O)oc4ccc(C)cc34)CC2)cc1	nt	1	-2	20	-6	0.2%	nt	1	nt
38	CN1CCN(C(=O)c2ccccc2-c2nc(-c3ccc(Cl)cc3)no2)CC1	-10	-2	-2	-9	2	1.9%	-0.5	-14	-1
39	CCN(CC)CCNC(=S)N1CCn2c(nc3ccccc32)C1	nt	3	1	6	2	1.2%	nt	6	nt
40	CCOC(=O)C(/C(N)=N/C(=O)Nc1ccccc1)=C(\C)O	18	2	-5	9	-4	2.7%	0.0	17	-12

Going on with the list:
no.	canonical_smiles	D2 antagonist	D1 ag	D1 potentiator	RXFP1 antag	TRHR enhancer	RXFP1 ag	D2 ag	D1 antagonist	D2 potentiator
41	CN1C(=O)C(C)(C)c2cc(S(=O)(=O)N3CCCC3C(=O)NCc3ccc(F)cc3)ccc21 (stereo not given)	-3	0	-5	nt	1	-0.9%	-0.1	-4	-1
42	COc1ccc(NC(=O)c2cc(-c3cc(OC)c(OC)c(OC)c3)nc3ccccc23)c(OC)c1	12	1	-9	-21	-5	2.4%	0.9	-8	0
43	CC(OC(=O)c1cccn1C)C(=O)Nc1ccc2c(c1)OCO2 (stereo not given)	nt	2	0	-30	2	1.0%	nt	-1	nt
44	Cc1cc(C(=O)Nc2cccc(C)c2C)n(-c2ccccc2)n1	-19	0	-9	0	11	-1.6%	-0.3	4	9
45	COc1ccc(/C=C/C(=O)OCC(=O)Nc2cc(C(F)(F)F)ccc2Cl)cc1	6	0	2	7	2	1.1%	-0.5	-12	0
46	CC1CCN(CCCNC(=O)C2CCN(S(=O)(=O)N3CCC4(CC3)OCCO4)CC2)CC1	-11	2	-4	-6	0	0.1%	-0.3	17	0
47	CC(=O)c1ccc(NC(=O)CCNS(=O)(=O)c2cccc3nonc23)cc1	-9	1	-2	-2	-3	-0.8%	-1.1	-14	14
48	O=C(CSc1nc(-c2ccccc2)cc(=O)[nH]1)Nc1ccccc1	12	11	0	-8	-3	14%	-0.2	3	12
49	Cc1cccc(OCCn2c(-c3ccc(Cl)cc3)nc3ccccc3c2=O)c1	nt	3	-2	4	-1	-2.8%	-2.1	-2	7
50	CCCCNCc1cc(OCC)c(OCC(N)=O)cc1Br	-41	5	-4	-31	-2	2.4%	-0.5	0	0

(list continues)
no.	canonical_smiles	D2 antagonist	D1 ag	D1 potentiator	RXFP1 antag	TRHR enhancer	RXFP1 ag	D2 ag	D1 antagonist	D2 potentiator
51	CCC(=O)Nc1ccc(NC(=S)NC(=O)/C=C/c2ccco2)cc1	nt	0	-8	-5	-4	-0.6%	nt	7	0
52	COc1ccccc1C(=O)Nc1cc2c(cc1N1CCCC1)n(C)c(=O)c(=O)n2C	nt	2	-4	-9	3	6.4%	nt	-10	-6
53	Cc1cc(C)cc(NC2=C(c3ccccc3)C(=O)c3ccccc32)c1	nt	1	1	-30	-12	1.4%	-2.8	-23	-5
54	Cc1cccc(NC(=O)c2nc[nH]c2C(=O)N2CCN(C(=O)OC(C)(C)C)CC2)c1	-11	-1	-1	nt	-13	-0.3%	-0.9	nt	-11
55	O=C(Oc1ccccc1-c1nnco1)c1ccccc1	11	1	-9	-1	-4	0.5%	0.6	-13	-19
56	COc1ccc(-c2csc(NC(=O)CN3C(=O)NC4(CCCC4)C3=O)n2)c(OC)c1	12	1	-2	-26	-1	-0.6%	-0.3	1	2
57	Clc1cccc(CNCCCSc2ncccn2)c1	8	3	-3	-8	11	2.1%	0.8	21	-16
58	COc1ccc(CNC(=O)C(C)N2C(=O)NC(c3ccccc3)(c3ccccc3)C2=O)cc1 (stereo not given)	-16	3	-5	-8	8	-0.2%	0.4	-5	8
59	Cc1cc(C)cc(OCCn2ccnc2)c1	3	2	-2	0	35*	0.0%	0.1	29	1
60	c1ccc(-c2csc(N3CCSCC3)n2)cc1	5	-1	1	-14	0	1.0%	0.4	26	21
61	CCNc1cc2oc(=O)c(CN3CCOCC3)c(C)c2cc1C	4	0	-2	1	0	9.9%	0.1	6	-24

Some of the compounds tested; rates above refer to the full screens.
